LDHA inh: inhibitors of human lactate dehydrogenase A; P00338; purified LDHA, NADH/diaphorase-resazurin fluorescence; hits give low values; activity change, % (values are at about 110 or 230 µM); actives 0.15% (n = 480,000); in the data active = activity change below about -30%; inconclusive = mostly about -25% to -30%;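 also: plate controls were DMSO wells for no effect and wells without enzyme for full effect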
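Human LDH5 (2 nM) was incubated with 0.06 mM NADH and 0.2 mM pyruvate for 5 min at room temperature in Tris pH 7.4. Remaining NADH was coupled through diaphorase/resazurin, and resorufin fluorescence was read at 0 and 20 min.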
Vif-APOBEC3F blk: blocks the Vif interaction with APOBEC3F. HeLa A3F-eYFP + Vif (tagged APOBEC3F with the HIV-1 protein that degrades it), YFP fluorescence increase. Potency, µM (series often up to 46.1 µM), without a hit: top-dose activity, negative = active. actives 0.2% (n = 390,000). AID 602313; also: potency is read from the fitted curve at half-maximal effect; % of control where 0% means no effect; nearly all actives have a fitted effect of over 65% in size
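HeLa cells stably expressing A3F-eYFP plus Vif, plated and incubated overnight at 37 deg C, then exposed to compounds overnight at 37 deg C. Blocked degradation read as raised yellow fluorescence (Ex 488/Em 500-530).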
D1 agonist: agonists of human D1 dopamine receptor; P21728; HEK293 T-REx D1 cells, calcium flux, agonist mode; activation, % at 2 µM; actives 1% (n = 360,000); AID 504660; in the data active = activation above about 30%; also: 0% is about no effect
Target sequence (P21728 whole entry, looked up): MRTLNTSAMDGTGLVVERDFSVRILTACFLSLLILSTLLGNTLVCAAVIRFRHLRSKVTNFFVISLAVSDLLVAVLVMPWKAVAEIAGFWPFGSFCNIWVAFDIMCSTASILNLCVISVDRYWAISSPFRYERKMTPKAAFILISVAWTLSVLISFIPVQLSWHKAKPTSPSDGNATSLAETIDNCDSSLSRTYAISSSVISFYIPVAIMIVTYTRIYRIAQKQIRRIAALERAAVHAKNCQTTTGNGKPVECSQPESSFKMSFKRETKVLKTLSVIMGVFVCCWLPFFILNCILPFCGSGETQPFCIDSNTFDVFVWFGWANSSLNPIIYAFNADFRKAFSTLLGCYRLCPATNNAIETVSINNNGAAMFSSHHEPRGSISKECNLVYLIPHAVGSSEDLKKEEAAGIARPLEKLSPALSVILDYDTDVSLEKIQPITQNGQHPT
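Tetracycline-induced HEK293 TREx D1 cells, force-coupled to calcium signalling, were dye-loaded with a no-wash calcium kit. Compound was pin-added after a 10 s baseline. Fluorescence was read kinetically at 1 cycle/s for 180 s, with calcium rises flagged as agonism.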
D2 potentiator: positive allosteric modulators of human D2 dopamine receptor. P14416. HEK293 T-REx D2, calcium flux, EC20 dopamine potentiation. potentiation, % at 10 µM. actives 0.34% (n = 340,000). AID 485347;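 active = potentiation over 3 SD above the plate norm, cut at about 30% in these data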; also: 0% is about no effect
Target sequence (P14416 whole entry, looked up): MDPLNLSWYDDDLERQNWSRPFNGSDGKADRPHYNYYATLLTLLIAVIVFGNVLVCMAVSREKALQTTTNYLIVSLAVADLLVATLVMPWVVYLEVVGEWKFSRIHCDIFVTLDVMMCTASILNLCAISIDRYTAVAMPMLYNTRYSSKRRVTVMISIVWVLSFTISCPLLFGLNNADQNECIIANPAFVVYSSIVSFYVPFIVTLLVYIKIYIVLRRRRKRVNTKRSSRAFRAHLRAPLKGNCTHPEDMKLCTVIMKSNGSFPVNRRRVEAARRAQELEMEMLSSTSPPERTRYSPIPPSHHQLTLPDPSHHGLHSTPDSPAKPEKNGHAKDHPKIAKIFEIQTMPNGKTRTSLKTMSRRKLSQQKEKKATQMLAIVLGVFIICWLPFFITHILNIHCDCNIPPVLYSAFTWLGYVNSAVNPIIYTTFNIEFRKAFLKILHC
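Using a no-wash calcium dye in inducible, force-coupled HEK293 Trex cells expressing D2, we tracked fluorescence each second for 180 s after compound, then for 180 s after EC20 dopamine to detect augmented signalling.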
Glioma ERSR ind: ER stress response induction in glioma; Potency, µM, for inactives: at the top dose activation, hits mostly activators; actives 0.02% (n = 420,000); U87-MG GRP78 promoter luciferase reporter, 16 h; also: potency is read from the fitted curve at half-maximal effect; series mostly up to about 76 µM; % of control where 0% means no effect; nearly all actives have a fitted effect of over 35% in size
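ERSR induction read as luciferase luminescence (Bright-Glo, 10 min at room temperature) in stably transfected human U87-MG glioma cells exposed to compounds for 16 h, using GRP78 as sensor.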
RXFP1 ag: agonists of human relaxin receptor RXFP1 | actives 0.3% (n = 370,000) | HEK293T-RXFP1 cAMP TR-FRET, 30 min; response scale: percent of porcine relaxin response, buffer zero | Potency, µM (doses to about 57.5 µM), for the others: at the top dose activation, most hits filed as activators; also: potency is read from the fitted curve at half-maximal effect; % is scaled to controls: 0 for no effect and ±100 for the full control effect; nearly all actives have a fitted effect of over 60% in size; many of its hits are not listed in these tables
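cAMP rise read by TR-FRET after 30 min, 37C compound exposure (up to 58 uM) in RXFP1-transfected HEK293 cells with Ro 20174 present. EC50 from Hill-equation fits, with 29 nM porcine relaxin as 100% and buffer as basal.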
Vif-A3G inh: blocks the Vif interaction with human APOBEC3G; Potency, µM (doses to about 46.1 µM), without a hit: at the top dose activity, negative = active, most hits filed as inhibitors; HeLa A3G-eYFP + Vif (tagged APOBEC3G with the HIV-1 protein that degrades it), YFP fluorescence, overnight; actives 0.076% (n = 410,000); Q9HC16;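 also: potency is read from the fitted curve at half-maximal effect; % is scaled to controls: 0 for no effect and ±100 for the full control effect; nearly all actives have a fitted effect of over 60% in size; hits raise eYFP signal because A3G escapes Vif-driven loss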
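Read-out is eYFP fluorescence (Ex 488/Em 500-530) from Vif-expressing HeLa A3G-eYFP cells; more signal means A3G escaped Vif-mediated degradation. Cells plated overnight, compound pinned in, incubated overnight at 37 deg C.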
D1 antagonist: blocks dopamine activation of the human D1 receptor | P21728 | HEK293 TREx D1 cells, calcium flux, dopamine EC80; hits give low values | activity change, negative = inhibition, % at 10 µM | actives 3.2% (n = 360,000); in the data active = activity change below about -30%; also: % is scaled to controls: 0 for no effect and ±100 for the full control effect
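Compound effects on dopamine-evoked calcium signalling were measured in tetracycline-induced HEK293 Trex D1 cells. Dopamine at EC80 followed a 180 s compound pre-read, and fluorescence was tracked kinetically for 180 s more.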
D1 PAM: human D1 dopamine receptor positive modulation; P21728; HEK293 TREx D1 cells, calcium flux, dopamine EC20 potentiation; potentiation, % at 10 µM; actives 0.036% (n = 360,000); AID 504651; in the data active = potentiation above about 30%; also: 0% is about no effect
An asterisk follows results filed as active; ? = inconclusive; / = not tested or not shown; & = joins results of further samples. Unless noted, calls follow the shape of the dose curve; as a rule, active = well fitted curve in the direction sought with a large enough effect; inconclusive = small, poorly fitted or top-dose-only effect, or another doubt; inactive = no such curve, though single readings can be large; an effect the other way counts as inactive or inconclusive.

LDHA inh	Vif-APOBEC3F blk	D1 agonist	D2 potentiator	Glioma ERSR ind	RXFP1 ag	Vif-A3G inh	D1 antagonist	D1 PAM	SMILES
-1.9	-1.4%	2.5	10.7	-3.8%	0.0%	3.0%	17.8	1.7	CCCCCCOc1ccc(C2C(=O)N(C3CCCCC3)CC(=O)N2CCC)cc1 (stereo not drawn)
-2.5	1.0%	3.0	4.8	-3.8%	-3.0%	0.3%	2.6	-0.9	COc1ccc(C(CNC(=O)c2cc(C)on2)N(C)C)cc1 (stereo not drawn)
-0.8	1.0%	/	/	2.0%	/	1.1%	/	/	CCN1C(=O)CSC1=Nc1ccc(C(=O)OC)cc1
-11.0	-9.8%	4.0	9.3	-4.3%	2.2%	0.7%	-21.1	-2.9	CCC(=O)Nc1ccc(C(=O)N2CCN(C(=O)c3ccco3)CC2)cc1
-2.8	-25.5%	/	/	1.2%	/	2.3%	/	/	CC(C)N(C(=O)[C@H]1C[C@H](CC(=O)NC(C)(C)C)C(=O)N2CCc3c([nH]c4cc(-c5ccco5)ccc34)[C@]12C)C(C)C
-4.0	-11.4%	7.8	2.1	1.5%	0.6%	-0.3%	1.1	1.9	Cc1ccc(SCc2cc(=O)n(C)[nH]2)cc1
4.2	4.7%	10.7	-2.8	-2.5%	-0.3%	-9.5%	8.2	-0.8	Cc1cccc(C(=O)NC(=S)Nc2cccc3nc(C)ccc23)c1
-6.5	1.7%	3.6	5.4	-2.4%	3.2%	-1.6%	1.8	-13.2	O=C(O)CNC(=S)N(Cc1ccccc1Cl)C1CCCCC1
-4.2	-4.2%	1.6	-1.7	10.6%	6.0%	-10.6%	-26.4	2.9	Cc1ccccc1Nc1nnc(-c2ccc(C)c(S(=O)(=O)NCC3CCCO3)c2)c2ccccc12 (stereo not drawn)
-6.8	?	0.2	-0.7	-3.8%	-0.4%	?	1.4	-3.3	C=Cc1ccc(Cn2c(=O)n(CC3CCC(C(=O)NC(C)C)CC3)c(=O)c3sccc32)cc1 (stereo not drawn)
-14.3	2.2%	6.7	-1.2	-1.9%	1.5%	-2.4%	-18.1	-12.6	Cc1ccc(Cl)cc1NC(=O)c1ccccc1OCC(=O)Nc1ccc(Cl)cc1
3.6	-21.8%	0.8	6.5	-5.8%	2.0%	-0.2%	-19.0	-8.3	COc1cccc(CNc2cc(CSc3ccc(Cl)cc3)nc(C)n2)c1
-4.3	-2.3%	-0.2	3.2	3.5%	0.5%	0.6%	3.6	-1.2	C=C(C)CSc1nnc(-c2cccc(Cl)c2)n1N
-2.0	-9.7%	-0.9	5.7	-2.1%	-0.3%	-10.4%	2.7	-0.7	CC(C)CC(=O)Nc1ccc(N2CCN(C(=O)c3cccs3)CC2)cc1
-3.5	-5.5%	1.9	-4.3	-0.5%	1.3%	1.5%	-8.0	-1.2	Cc1ccc(-c2nc3ccccc3n3c(-c4ccccc4)c4c(=O)n(C)c(=O)n(C)c4c23)cc1
-0.2	-10.6%	0.8	-0.9	4.8%	2.8%	6.8%	8.1	-3.5	COc1ccc(C(=O)N2CCCC(CCC(=O)NCc3ccccc3F)C2)c(OC)n1 (stereo not drawn)
0.8	2.0%	2.5	-2.4	-7.5%	0.0%	-8.0%	-33.0*	-10.7	CCCCn1nnnc1SCC(=O)NCc1ccco1
-2.5	4.4%	1.5	-2.4	-0.7%	-0.8%	1.5%	-16.9	-2.0	COc1ccc(Oc2coc3cc(OC(=O)/C=C/c4ccc(F)cc4)ccc3c2=O)cc1
-2.3	-10.5%	1.7	3.4	-3.5%	-0.7%	-15.2%	-3.7	-4.5	Cc1ccc(-n2[nH]c(C)c(/C=N/NC(=O)c3ccc(O)cc3O)c2=O)cc1
0.2	3.1%	1.0	4.9	-0.2%	0.6%	0.5%	0.4	0.8	CCN1CCN(CC(=O)Nc2ccc3c(c2)OCO3)C(=O)C1=O
-9.4	-12.0%	11.9	-1.4	1.6%	-0.3%	2.4%	-1.5	-0.9	COc1ccc(CCNC(=O)COc2ccc(N(C)S(=O)(=O)c3ccc(Cl)cc3)cc2)cc1
-12.8	-4.7%	-0.3	-4.0	-1.0%	0.8%	-6.6%	5.7	0.7	Cc1ccccc1C(=O)Nc1c(C(=O)N2CCCC2)cnn1-c1ccccc1
-2.7	-0.1%	2.3	7.8	6.9%	1.0%	0.6%	12.0	3.5	O=C(CCc1nnc(-c2ccccc2)o1)NC1CCCCC1
-4.7	-4.1%	-0.8	-1.3	?	-0.4%	0.0%	-4.3	7.3	COc1cc(C)ccc1OCc1cc(C(=O)N(C)CCCN2CCOCC2)no1
-16.5	-8.4%	/	/	-1.7%	/	-2.2%	/	/	N#Cc1ccsc1NC(=O)CCN1C(=O)C2CCCCC2C1=O (stereo not drawn)
-5.1	0.5%	/	/	-1.5%	/	1.6%	/	/	O=C(Cc1cccc([N+](=O)[O-])c1)Nc1cccc(C(=O)N2CCOCC2)c1
-13.5	-2.1%	-0.7	-1.8	-4.8%	1.6%	-4.7%	-11.4	-1.0	CCCC/C(C)=N/NC(=O)C(=O)NCCc1ccccc1
-3.0	7.9%	0.7	8.1	-3.6%	0.6%	-0.2%	-5.6	-2.5	CCc1ccc(NC(=O)CN(C(=O)N2CCN(CC)CC2)S(=O)(=O)c2ccc(C)cc2)cc1
-7.4	-8.1%	5.9	-8.6	-3.0%	0.1%	0.0%	10.8	-3.0	CC(NC(=O)Nc1ccccn1)N1C(=O)C2C3C=CC(C3)C2C1=O (stereo not drawn)
-1.0	1.9%	0.9	6.6	-2.1%	4.4%	-1.1%	-4.8	-0.8	CS(=O)(=O)N1CCN(c2ccc([N+](=O)[O-])c(NCc3ccccc3)c2)CC1
-0.4	6.0%	0.6	-18.2	?	-0.1%	1.2%	-4.5	-8.6	Cc1ccc(NC(=O)Nc2sc(=S)n(C)c2C)cc1
-6.6	3.6%	0.9	-2.7	-3.1%	1.2%	3.3%	11.7	-10.3	Cc1ccc(S(=O)(=O)CCC(=O)OCC(=O)NC(=O)c2ccccc2)cc1
-0.9	3.5%	5.9	-4.6	-5.2%	0.0%	3.3%	0.3	0.0	CCc1ccc(OC(C)C(=O)N2CCC(c3nc4ccccc4s3)CC2)cc1 (stereo not drawn)
-13.6	0.2%	1.5	-0.1	-1.3%	-0.2%	1.2%	5.2	0.3	COC(=O)Nc1c(-c2ccccc2)nc2ccccn12
1.8	/	2.4	/	/	/	/	7.7	-2.6	N#CN1CCC(NC(=O)c2cccc(F)c2)CC1
3.4&-1.4	0.6%&-27.2%	9.5&16.9	-2.1&9.3	-2.1%&-2.8%	1.3%&-0.3%	-8.7%&-1.2%	-10.2&5.6	-12.5&-3.4	COC(=O)c1cc2occc2n1Cc1cccc(C)c1
0.1	11.7%	0.2	-8.5	-1.2%	3.6%	2.5%	2.2	-1.8	CCc1cc(=O)oc2c(C)c(OCC(=O)N3CCC[C@@H]3C(=O)O)ccc12
-6.5	-6.7%	0.1	4.8	-4.1%	6.3%	-0.6%	1.3	-0.8	CCOc1ccccc1NC(=O)Cn1c(=O)n(Cc2nc(C)no2)c(=O)c2ccccc21
-8.6	-13.3%	1.6	1.2	-1.1%	0.6%	-1.5%	-3.4	-5.5	O=C(Nc1ccc(F)cc1)c1cc(S(=O)(=O)N2CCCCC2)ccc1F
1.1	0.9%	1.2	1.2	-2.6%	0.3%	1.6%	-20.0	-8.9	COc1cccc(OCCNS(=O)(=O)c2cccc([N+](=O)[O-])c2)c1
-1.1	2.9%	0.8	-2.4	-8.6%	1.6%	-1.9%	-0.5	-14.6	O=C(NNC(=O)C1CCN(Cc2ccccc2)CC1)c1cccs1
0.0	-13.1%	25.3	-10.3	-0.8%	3.6%	1.4%	-44.8*	-20.1	CNCc1c(OCc2ccccc2)ccc2ccccc12
-3.5	-6.8%	14.9	6.6	-7.2%	-1.1%	5.5%	-21.1	-6.8	CC(NS(=O)(=O)c1ccc(OCC(=O)Nc2cccc([N+](=O)[O-])c2)cc1)c1ccccc1 (stereo not drawn)
-5.0	2.1%	10.0	15.5	-5.3%	3.2%	8.0%	1.8	-3.7	COCCOC(=O)c1c(C)oc2ccc(OCc3ccccc3)cc12
6.9	-8.8%	14.8	-2.4	-2.0%	-0.7%	-9.5%	-15.3	-6.5	COc1cc(C)c(NC(=S)Nc2ccc(Cl)c(Cl)c2)cc1OC
1.3	1.8%	2.4	1.6	-2.2%	0.8%	5.5%	13.3	-0.9	Cc1ccc(Cn2c(=O)n(-c3cc(C)cc(C)c3)c(=O)c3oc4ccccc4c32)cc1
1.0	-5.7%	2.5	-17.9	-1.1%	-0.3%	0.9%	-36.5*	-11.0	CN(C)CCN(C(=O)c1ccc(S(=O)(=O)N2CCc3ccccc32)cc1)c1nc2ccc(F)cc2s1

Compound profiles (already shown). Screens in order: LDHA inh	Vif-APOBEC3F blk	D1 agonist	D2 potentiator	Glioma ERSR ind	RXFP1 ag	Vif-A3G inh	D1 antagonist	D1 PAM
CN(C)CCN(C(=O)c1ccc(S(=O)(=O)N2CCc3ccccc32)cc1)c1nc2ccc(F)cc2s1 across the screens: 1.0	-5.7%	2.5	-17.9	-1.1%	-0.3%	0.9%	-36.5*	-11.0
COc1cc(C)c(NC(=S)Nc2ccc(Cl)c(Cl)c2)cc1OC across the screens: 6.9	-8.8%	14.8	-2.4	-2.0%	-0.7%	-9.5%	-15.3	-6.5
O=C(NNC(=O)C1CCN(Cc2ccccc2)CC1)c1cccs1 across the screens: -1.1	2.9%	0.8	-2.4	-8.6%	1.6%	-1.9%	-0.5	-14.6
CNCc1c(OCc2ccccc2)ccc2ccccc12 across the screens: 0.0	-13.1%	25.3	-10.3	-0.8%	3.6%	1.4%	-44.8*	-20.1
Cc1ccc(Cn2c(=O)n(-c3cc(C)cc(C)c3)c(=O)c3oc4ccccc4c32)cc1 across the screens: 1.3	1.8%	2.4	1.6	-2.2%	0.8%	5.5%	13.3	-0.9

The list is partial; rates above refer to the full screens.
